# CD40 NFkB inh – inhibitors of CD40-induced NF-kB signaling, primary screen, BL2 cells, luciferase reporter, single point. CD40L-induced, 4 h. inhibition, % at 10 µM. hit rate 0.94% among 83,000. AID 1053188, 2014;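 active = mean inhibition of at least 50% with a set share of replicates also reaching that level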;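 also: 0% = neutral control wells and 100% = IKK inhibitor VII at 50 µM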
# An asterisk follows results filed as active; & = joins results of further samples; [ ] = remark or other dose.
SMILES	CD40 NFkB inh
O=C(OCC(=O)N1CCCCC1)c1cccc(NS(=O)(=O)c2ccccc2)c1	0
CCC(=O)N(CC(C)C)C[C@@H]1[C@@H](c2ccccc2)[C@H](CO)N1C(=O)C1CCC1	-6[25 µM]
CCc1ccc(C(=O)N2CCCN(C)CC2)s1	-2
CO[C@@H]1CN(C)C(=O)c2ccc(NS(=O)(=O)c3ccc(C)cc3)cc2OC[C@@H](C)N(C)C[C@@H]1C	-3[25 µM]
COc1ccccc1C(=O)NC(=O)COc1cc(Cl)ccc1Cl	-5
Cc1nn(-c2ccccc2)c(C)c1C(=O)Nc1nnc(-c2ccco2)o1	-11
Nc1ccc(S(=O)(=O)C(F)(F)F)cc1N	-22
O=C(ONC(=O)C1CCCCC1C(=O)NOC(=O)c1ccccc1)c1ccccc1 (configuration not stated)	2
O=C(CCC(=O)N1CCCC(Nc2ccccc2)C1)c1ccc(F)cc1 (configuration not stated)	-29
COc1cccc(NC(=O)C[C@H]2CC[C@@H]3[C@@H](COc4ccc(NC(=O)C5CCC5)cc4C(=O)N3C)O2)c1	16
C/C=C/c1ccc([C@H]2[C@H](CO)N(C(C)=O)[C@H]2CN(CC)C(=O)CN(C)C)cc1	-1[25 µM]
CN(C1CCCCC1)S(=O)(=O)c1cccc(C(=O)Nc2ccccn2)c1	-4
C[C@H]1CNC(=O)[C@@H](Cc2ccc(C(F)(F)F)cc2)CCn2nncc2COC1	-4[25 µM]
Cc1ccccc1-c1ccc(C2[C@@H]3CN(S(=O)(=O)c4ccccc4C)C[C@H]2N3)cc1 (some centres not stated)	-3&15
Cc1cc(C)c(NC(=O)COC(=O)C2CCC(=O)N2)c(C)c1 (configuration not stated)	6
c1ccc2[nH]c(SCc3ccc(-c4nnco4)cc3)nc2c1	-70
Cc1noc(C)c1NC(=O)N(C)C[C@@H]1OCc2ccccc2-c2ccccc2C(=O)N([C@@H](C)CO)C[C@H]1C	-12[25 µM]
CCC(CC)C(=O)NCc1ccccc1OC	15
Cc1cccc(-n2ncc3c(NC4CCCCC4)ncnc32)c1	-32
Cc1cnc(C(=O)Nc2nnc(C(C)C)s2)cn1	-78
COc1cccc(OCC(=O)NCC2CCCO2)c1 (configuration not stated)	3
Cc1cccc(Cn2nnc3c2C(=O)c2ccccc2C3=O)c1	3
O=C(c1cc(Cl)nc2ccccc12)N1CCCCC1	9
Cc1ccsc1/C=N/N1CCOCC1	11
CNC(=O)C[C@H]1CC[C@H]2[C@H](COc3ccc(NC(=O)c4ccccc4F)cc3C(=O)N2C)O1	-16[25 µM]
O=C(NCC[C@H]1CC[C@H](NS(=O)(=O)c2ccc(F)cc2)[C@H](CO)O1)Nc1ccc(Cl)cc1	-29
C[C@@H]1CCCCO[C@@H](CN(C)Cc2ccncc2)[C@@H](C)CN([C@H](C)CO)C(=O)c2cc(NS(=O)(=O)c3ccc(Cl)cc3)ccc2O1	-14[25 µM]
Nc1nc2c(s1)C(=O)CCC2	5
CCCN(CC(=O)Nc1ccccc1OC)C(=O)CSC(=S)N1CCCC1	-4
CCC(=O)N1CC[C@H]2[C@@H]1c1cc(C#Cc3ccccc3OC)ccc1N(C)[C@H]2CO	13[25 µM]
CCC(=O)N1CC(=O)N2[C@@H](CO)[C@H](c3ccc(C#CCC(C)C)cc3)[C@@H]2C1	-14[25 µM]
O=C(C1CCCCC1)N1C[C@@H]2N[C@H](C1)C2c1ccc(-c2ccccc2F)cc1 (some centres not stated)	6&8[25 µM]
O=C(COc1ccc(-c2ccccc2)cc1)N1CCCC1	-63
CCCNC(=O)N1[C@H](C#N)[C@H](c2ccccc2-c2cccc(OC)c2)[C@@H]1CO	22[25 µM]
N#C[C@H]1[C@@H](c2ccccc2-c2ccccc2F)[C@@H](CO)N1C(=O)C1CC1	35[25 µM]
CC(=O)Nc1ccc(NC(=O)C(C)OC(=O)c2cc(S(=O)(=O)N3CCOCC3)ccc2Cl)cc1 (configuration not stated)	8
COc1ccc(-c2nnn3c2nc(NCc2ccccc2)c2ccccc23)cc1	-4
COc1ccc(OC)c(S(=O)(=O)NCCC2=CCCCC2)c1	4
O=C(Nc1ccccc1Sc1ccccc1)C1CCCO1 (configuration not stated)	4
C[C@H](CO)N1C[C@H](C)[C@@H](CN(C)Cc2ccncc2)Oc2cc(-c3cncnc3)ccc2S1(=O)=O	-12[25 µM]
CN(Cc1c(C(=O)N/N=C/c2c(F)cccc2Cl)nnn1-c1nonc1N)C1CCCCC1	5
Cc1cc(Br)ccc1NC(=O)CN(C)C(=O)CCSc1ccc(F)cc1	-1
C[C@H]1CN([C@@H](C)CO)C(=O)c2ccccc2-c2ccccc2CO[C@H]1CN(C)C(=O)Nc1ccc2c(c1)OCO2	-11[25 µM]
CC1(C)NC(=O)N(CCOc2ccc([N+](=O)[O-])cc2)C1=O	23
Cc1cccnc1NC(=O)CN1C(=O)c2ccccc2S1(=O)=O	-8
COc1ccc2c3c([nH]c2c1)[C@H](CO)N(C(=O)C1CC1)CC31CCN(C(=O)c2ccncc2)CC1	-18[25 µM]
COc1ccc(/C=C/C(=O)Nc2cc(S(=O)(=O)N3CCOCC3)ccc2OC)cc1	-4
N#C[C@@H]1[C@H](c2ccc(C#Cc3cccc(F)c3)cc2)[C@H](CO)N1C(=O)C1CCOCC1	-6[25 µM]
CCOC(=O)c1c(NC(=O)CN2C(=O)CN(C)C2=O)sc(C)c1C	16
Cc1ccc(S(=O)(=O)NC(CC(N)=O)C(=O)O)cc1 (configuration not stated)	7
O=C(CCC(=O)c1cccs1)NCc1cccc(Cl)c1	8
CCc1nc2c(OCCn3cccc3)cccn2c1N(C=O)Cc1ccccc1	0
O=C(COC(=O)Cn1cnc2ccccc2c1=O)NCc1ccccc1	3
CCOC(=O)c1c(CC(C)C)csc1NC(C)=O	10
O=C(/C=C/c1ccccc1)Nc1ccc(Br)cn1	-48
CC(C)NC(=O)Nc1cccc2c1O[C@H](CN(C)C(=O)Nc1ccccc1)[C@H](C)CN([C@H](C)CO)C2=O	-12[25 µM]
O=C(COC(=O)c1ccccc1-c1ccccc1[N+](=O)[O-])c1ccccc1	-12
c1ccc(-c2csc3ncn4nnnc4c23)cc1	6
CCN1CCN(c2cc3c(nn2)Oc2ccccc2N3C)CC1	-51
CCS(=O)(=O)N1CC2(CN(C(=O)Nc3c(C)noc3C)[C@H](CO)c3[nH]c4cc(OC)ccc4c32)C1	5[25 µM]

# Next part:
SMILES	CD40 NFkB inh
COCOc1cccc(CN2CCC2(C)C(=O)NCCNC(C)=O)c1 (configuration not stated)	0
O=C(COc1ccccc1)Nc1cc2c3c(c1)CC(=O)N3CCC2	-64
CS(=O)(=O)c1ccc(NC(=O)CCN2C(=O)C3CCCCC3C2=O)cc1 (configuration not stated)	5
O=C(NCCCN1CCOCC1)c1ccccc1NS(=O)(=O)c1ccc(Br)cc1	25
CC1c2nc3ccccc3n2C(CC(=O)NC2CC2)C(=O)N1Cc1ccccc1 (configuration not stated)	9
CC1(C)CC(=O)c2cnc(NC3CC3)nc2C1	-1
O=C(CCCOC(=O)c1ccc(O)cc1O)c1ccc(Br)cc1	-4
CCCCOc1ccc(C(=O)NCC(=O)N2CC=C(c3ccccc3)CC2)cc1	3
Cc1cc(NC(=O)Nc2cc(Cl)sc2Cl)no1	-4
Cc1c(C(=O)NCc2ccc3c(c2)OCO3)sc2nc(-c3ccccc3)cn12	-22
CCOc1ccc(Oc2cc(C)nc(SC)n2)nn1	0
C[C@@H]1CN([C@H](C)CO)C(=O)c2cccc(NC(=O)c3ccc(-c4nccs4)cc3)c2O[C@H]1CN(C)Cc1ccc(Cl)c(Cl)c1	12[25 µM]
C[C@H](CO)N1C[C@H](C)[C@H](CN(C)C(=O)Nc2ccc(C(C)(C)C)cc2)OCc2cnnn2CCCC1=O	-9
COC(=O)c1ccc(CSc2nnc3sc4ccccc4n23)o1	-2
Cc1ccc(C(=O)N/N=C\c2ccc3c(c2)OCO3)cn1	-24
Cc1ccc(C(=O)N2CCC(C(=O)NC3CCCC3)CC2)cc1	14
CN(C)c1ccc2c(c1)[C@@H]1C[C@@H](CC(=O)NCCc3ccccc3)O[C@H](CO)[C@@H]1O2	-10[25 µM]
Cc1cc(CNC(=O)Cc2c(F)cccc2Cl)nn1C	-15
CN(CC(=O)Nc1ccccc1Cl)C(=O)Cn1cnc2ccccc2c1=O	3
COc1ccc(/C=C/C(=O)OCC(=O)N2CCCCCC2)cc1OC	-3
CC(C)C(NC(=O)c1c(F)cccc1F)C(=O)N1CCN(S(=O)(=O)c2ccc(F)cc2)CC1 (configuration not stated)	13
O=C(COC(=O)c1ccccn1)NC12CC3CC(CC(C3)C1)C2	7
O=C1CCCc2nc3c(cc21)C(O)Oc1c-3ccc2ccccc12 (configuration not stated)	-122
O=C(COC(=O)CCNS(=O)(=O)c1cccs1)Nc1ccccc1	9
Cn1c(=O)c2sccc2n2c(CCCC(=O)Nc3ccccc3)nnc12	10
COc1ccc(Cl)cc1N/C(N)=N/c1nc(CSc2ccc(C)cc2)cc(=O)[nH]1	3
Cc1nc2ccc(Cl)cc2nc1C	10
CN(C)CCCN1c2ccccc2CCc2ccccc21	-75
O=C1C(=NO)CCc2ccccc21	35*
C[C@@H]1CN([C@H](C)CO)S(=O)(=O)c2ccc(-c3ccccc3)cc2O[C@H]1CN(C)Cc1cncnc1	8[25 µM]
CC(C(=O)OCC(=O)N1CCN(c2ccccc2)CC1)N1C(=O)c2ccccc2C1=O (configuration not stated)	-1
O=C(Nc1ccc2c(c1)OCO2)c1cc(C2CCCN(C(=O)CCc3ccccc3)C2)on1 (configuration not stated)	-66
O=S(=O)(c1cccc(F)c1)N1[C@@H]2CNC[C@H]1C2c1ccc(-c2ccc(F)cc2)cc1 (some centres not stated)	-11&-2
O=C(C[C@H]1C[C@H]2c3cc(NC(=O)C4CCOCC4)ccc3O[C@H]2[C@@H](CO)O1)NCCN1CCCCC1	-3[25 µM]
O=C(Nc1ccc(S(=O)(=O)Nc2ccccn2)cc1)c1ccccc1	6
C[C@H](NC(=O)C[C@H]1C[C@@H]2c3cc(NS(=O)(=O)c4ccc(F)cc4)ccc3O[C@@H]2[C@H](CO)O1)c1ccccc1	12[25 µM]
CC(NC(=O)CCN1C(=O)c2ccccc2S1(=O)=O)c1ccccc1 (configuration not stated)	5
Cc1cc(C(=O)N/N=C/c2ccc(Br)o2)n[nH]1	-3
O=C(COC(=O)c1ccco1)NC12CC3CC(CC(C3)C1)C2	-1
O=C(NCc1ccccn1)c1ccccc1-c1ccccc1	2

# Three entries already listed, ordered by SMILES length, falling:
SMILES	CD40 NFkB inh
C[C@H](NC(=O)C[C@H]1C[C@@H]2c3cc(NS(=O)(=O)c4ccc(F)cc4)ccc3O[C@@H]2[C@H](CO)O1)c1ccccc1	12[25 µM]
CC(C(=O)OCC(=O)N1CCN(c2ccccc2)CC1)N1C(=O)c2ccccc2C1=O (configuration not stated)	-1
O=C1CCCc2nc3c(cc21)C(O)Oc1c-3ccc2ccccc12 (configuration not stated)	-122

# Next part
SMILES	CD40 NFkB inh
Cn1c(=O)c2c(nc(CN3CCOCC3)n2CCN2CCOCC2)n(C)c1=O	0
COCC(=O)Nc1ccc2c(c1)[C@H]1C[C@H](CC(=O)N3CCOCC3)O[C@@H](CO)[C@H]1O2	-5[25 µM]
CC(C)CCNC(=O)NC(=O)CN1C(=O)NC2(CCCCC2)C1=O	19
CCOc1ncccc1C(=O)OCC(=O)N1CCN(S(=O)(=O)c2ccccc2)CC1	4
COc1ccc(CNC(=O)c2ccc3c(=O)n4c(nc3c2)CCCCC4)cc1OC	-10
COc1cccc(NC(=O)N2CC[C@@H]3[C@@H](CO)N(C)c4ccc(-c5ccccc5)cc4[C@@H]32)c1	0
Cc1ccc(-c2nc(C)sc2CC(=O)Nc2nnc(C)s2)cc1	1
Cc1ccc(N2CC(O)CSC2=Nc2ccccc2)cc1 (configuration not stated)	1
COc1cccc(Nc2nc(C(N)CO)cs2)n1 (configuration not stated)	0
CO[C@H]1C=CO[C@@]2(C)Oc3c(C)c(O)c4c(O)c(c(C=NN5CCN(C)CC5)c(O)c4c3C2=O)NC(=O)C(C)=CC=C[C@H](C)[C@H](O)[C@@H](C)[C@@H](O)[C@@H](C)[C@H](OC(C)=O)[C@@H]1C	-40
Cc1cc(C)n(-c2nc3ccccc3nc2Nc2ccc(CC(=O)O)cc2)n1	4
Cc1nc2ccc(NC(=O)CCC3CCCC3)cc2s1	-14
COc1ccc(C#Cc2ccc3c(c2)[C@H]2[C@H](CCN2C(=O)C2CC2)[C@@H](CO)N3)cc1	1
Cc1noc(C)c1COc1ccc(C(=O)OCC(=O)N2CC(=O)Nc3ccccc32)cc1	4
CCN1c2ccccc2S(=O)(=O)c2ccccc21	16

# In the list so far, these have a Cl atom:
SMILES	CD40 NFkB inh
COc1ccccc1C(=O)NC(=O)COc1cc(Cl)ccc1Cl	-5
O=C(c1cc(Cl)nc2ccccc12)N1CCCCC1	9
O=C(NCC[C@H]1CC[C@H](NS(=O)(=O)c2ccc(F)cc2)[C@H](CO)O1)Nc1ccc(Cl)cc1	-29
C[C@@H]1CCCCO[C@@H](CN(C)Cc2ccncc2)[C@@H](C)CN([C@H](C)CO)C(=O)c2cc(NS(=O)(=O)c3ccc(Cl)cc3)ccc2O1	-14[25 µM]
CC(=O)Nc1ccc(NC(=O)C(C)OC(=O)c2cc(S(=O)(=O)N3CCOCC3)ccc2Cl)cc1 (configuration not stated)	8
CN(Cc1c(C(=O)N/N=C/c2c(F)cccc2Cl)nnn1-c1nonc1N)C1CCCCC1	5
O=C(CCC(=O)c1cccs1)NCc1cccc(Cl)c1	8
Cc1cc(NC(=O)Nc2cc(Cl)sc2Cl)no1	-4
C[C@@H]1CN([C@H](C)CO)C(=O)c2cccc(NC(=O)c3ccc(-c4nccs4)cc3)c2O[C@H]1CN(C)Cc1ccc(Cl)c(Cl)c1	12[25 µM]
Cc1cc(CNC(=O)Cc2c(F)cccc2Cl)nn1C	-15
CN(CC(=O)Nc1ccccc1Cl)C(=O)Cn1cnc2ccccc2c1=O	3
COc1ccc(Cl)cc1N/C(N)=N/c1nc(CSc2ccc(C)cc2)cc(=O)[nH]1	3
Cc1nc2ccc(Cl)cc2nc1C	10

# A portion of the library; count on the stated rates, not on these rows.
